# EP2 modulator = modulates human prostaglandin E2 receptor EP2 signaling | 0.83% of 260,000 active | EP2-expressing cells, cAMP HTRF FRET, PGE2 co-stimulation | induction, % at 25 µM | P43116;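 active = compounds whose cAMP rise, as percent of the full-agonist control response, exceeds 60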;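 note: rat C6 glioma line stably carrying human EP2 under a CMV promoter; the protocol text gives 20 µM as final concentration; 100% = response of wells given 1 µM PGE2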
# Target sequence (P43116 whole entry, looked up): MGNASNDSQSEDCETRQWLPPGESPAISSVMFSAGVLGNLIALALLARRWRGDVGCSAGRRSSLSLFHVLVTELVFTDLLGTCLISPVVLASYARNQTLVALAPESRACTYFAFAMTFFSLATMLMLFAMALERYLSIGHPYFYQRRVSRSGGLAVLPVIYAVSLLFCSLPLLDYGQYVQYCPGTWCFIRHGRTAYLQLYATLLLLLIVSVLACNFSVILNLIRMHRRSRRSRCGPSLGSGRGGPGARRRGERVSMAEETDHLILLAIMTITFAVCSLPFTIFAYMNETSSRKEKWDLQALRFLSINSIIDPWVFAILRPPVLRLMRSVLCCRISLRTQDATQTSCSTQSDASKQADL
# EP2 antag = blocks the human prostaglandin E2 receptor EP2; C6 glioma cells expressing human EP2, cAMP TR-FRET; cells stimulated with saturating PGE2; P43116; 0.52% of 260,000 active; inhibition, % at 25 µM; AID 1422;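 active = percent inhibition above 40 after rounding to a whole number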;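 note: rat C6 glioma host cells with rolipram phosphodiesterase inhibitor present; the protocol text gives 20 µM as final concentration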
# An asterisk follows results filed as active.
SMILES,EP2 modulator,EP2 antag
NCCC1CCCC(CCN)N1 (configuration not stated),14,5
COc1c(C(=O)NC2CCCOC2)cnc2cc(Cl)ccc12 (configuration not stated),-28,10
COc1ccc(C(O)CN2CCC(O)(c3ccccc3OC)CC2)cc1 (configuration not stated),-52,5
CCC(C)NC(=O)Cn1nc(-c2ccc(C)o2)cc(N)c1=O (configuration not stated),-28,3
O=C(CN1CCCCCC1)Nc1ccc(C(=O)NC2CC2)cc1,-18,12
CCc1ccc2nc(-c3ccc(F)cc3)nc(SCC(=O)NC(C)C)c2c1,38,10
O=C(CCCSc1nc(-c2ccco2)cc(C(F)(F)F)n1)NCc1ccncc1,-40,9
O=C(c1ccc(-c2ccc(Cl)c(Cl)c2)o1)N1CCOCC1,-74,4
CCN1CCCCC(=N/O)/C(=N\O)CCCC1,-28,13
Cc1[nH]nc2c1C(c1ccc(-c3ccc(Cl)cc3Cl)o1)C(C#N)=C(N)O2 (configuration not stated),-115,21
O=C(Cc1c[nH]c2ccccc12)N1CCc2c(nc(N3CCCCC3)[nH]c2=O)C1,-56,9
O=c1[nH]c2cc3c(cc2cc1C(c1nnnn1C1CCCCC1)N1CCCC1)OCCO3 (configuration not stated),16,10
O=C(CSc1ncnc2sc3c(c12)CCC3)Nc1nccs1,-19,10
COc1cc(-c2nnc(-c3cccnc3)o2)ccc1OCc1ccccc1,3,8
CCC(C)(C)NC(=O)CSc1nc(Cc2ccccc2)nc2ccccc12,-3,5
Cc1ccc(-c2nc(CNC(=O)c3ccnn3C(C)C)no2)cc1,-60,8
CCn1cc(C(=O)O)c(=O)c2cc(F)c(N3CCN(C(=O)c4cccnc4)CC3)cc21,13,12
CCn1c(CSc2nc(C)cc(C)n2)nnc1SCC(=O)Nc1ccc(Br)cc1,5,11
O=C(O)C[C@H](S)C(=O)O,11,12
CCc1c(C)nc2cc(-c3cccs3)nn2c1N1CCC(O)CC1,-59,16
COCCn1c(CN2CCOCC2)nc2c1c(=O)n(C)c(=O)n2C,9,8
Cc1ccc(-c2csc3ncn(CC(=O)O)c(=O)c23)cc1C,-49,5
CCN(CC)C(=O)CSc1nnc(-c2ccc(S(=O)(=O)N3CCOCC3)cc2)n1C,17,25
O=C(CSc1nc(C2CCCCC2)nc2ccccc12)NNC(=O)c1ccco1,3,10
CCCn1c(SCC(=O)Nc2ccccc2)nnc1-c1ccccn1,-73,11
CCC(CN1CCOCC1)NC(=O)Cc1c(C)[nH]c2c(C)cccc12 (configuration not stated),0,8
COc1ccc(NC(=O)CSc2nnc3c4c5c(sc4ncn23)CC(C)CC5)cc1 (configuration not stated),36,47*
O=C(COC(=O)c1ccco1)c1ccc(F)cc1,-16,21
CCOC(=O)C1=C(c2ccccc2)Nc2ncnn2C1c1ccc(OC)c(OC)c1 (configuration not stated),32,4
Cc1cc(C[n+]2ccccc2)c(C)cc1C[n+]1ccccc1,-4,11

# Whole records, quoted from the list. Order of screens: EP2 modulator	EP2 antag
# CCCn1c(SCC(=O)Nc2ccccc2)nnc1-c1ccccn1 in the list: -73	11
# Cc1cc(C[n+]2ccccc2)c(C)cc1C[n+]1ccccc1 in the list: -4	11
# COc1c(C(=O)NC2CCCOC2)cnc2cc(Cl)ccc12 (configuration not stated) in the list: -28	10
# CCC(CN1CCOCC1)NC(=O)Cc1c(C)[nH]c2c(C)cccc12 (configuration not stated) in the list: 0	8
# O=C(CSc1ncnc2sc3c(c12)CCC3)Nc1nccs1 in the list: -19	10

# Additional results
SMILES,EP2 modulator,EP2 antag
COCCCNC(=S)N(Cc1ccco1)Cc1cc2cccc(C)c2[nH]c1=O,-11,9
N#CCCNc1nncs1,13,17
C=Cn1ncc(CN2C[C@@H]3CCCN3C[C@@H]2Cc2ccccc2)c1C,-23,3
O=C1CC[C@@H](NCc2ccsc2)[C@H](c2cc(F)cc(F)c2)N1,-34,5
Cc1cc2c(cc1C)C(O)CC1(CCN(CC(O)c3ccc4ccccc4c3)CC1)O2 (configuration not stated),-73,6
CCOC(=O)C12CC1/C(=N/O)c1ccccc1O2 (configuration not stated),1,14
Cc1cc2ccccc2n2c(=O)n(CCNC(=O)c3ccnn3C)nc12,-17,6
COc1cccc(-n2c(SCC(=O)N3CCCC(C)C3)nnc2-c2ccccn2)c1 (configuration not stated),-40,7
Cc1nc(NC(=O)CSc2nnc3c4c5c(sc4nc(C)n23)CCCC5)sc1C,30,19
CCCC(c1nnnn1C(C)(C)C)N(Cc1ccccc1OC)Cc1cc2cc(C)ccc2[nH]c1=O (configuration not stated),72*,10
COc1ccc(Cl)cc1NC(=O)C1CC(=O)n2c(nc3ccccc32)N1 (configuration not stated),-35,4
Cn1c(SCC(=O)Nc2nc3c(s2)CCCC3)nnc1-c1cccnc1,7,30
Cc1oc2c(c1C(=O)N1CCC[C@H](C(=O)c3cccs3)C1)CCCC2,9,5
COc1cc(C(=O)Nc2ccccc2N2CCN(C(=O)C(C)C)CC2)cc(OC)c1OC,7,6
Cn1c(SCC(=O)Nc2cccc3ccccc23)nnc1-c1ccncc1,-23,11
CC(C)(C)c1ccc(C(=O)Nc2cccc(NC(=O)c3cccnc3)c2)cc1,-121,36
CCOc1ccccc1-n1c(SCC(=O)N2CCCCC2)nc2ccccc2c1=O,7,16
Cc1ccc(C)c(C(=O)CSc2nc(N)cc(=O)[nH]2)c1,-13,9
CCOC(=O)Cc1csc(NC(=O)CSc2cc(C)c3ccc(C)c(C)c3n2)n1,24,6
Cc1ccc(C(O)CN2CCC3(CC2)CC(O)c2ccc4ccccc4c2O3)cc1 (configuration not stated),-85,4
N#CC1=C(N)C(C#N)(C#N)C2=CCSCC2C1c1ccc(Cl)s1 (configuration not stated),-88,26
Cc1ccc(C)c(NS(=O)(=O)c2ccc3c(c2)OCCO3)c1,-92,4
CN1C(=O)c2cccc3c(S(=O)(=O)NCC(=O)O)ccc1c23,-24,9
O=C(NCC1CCCCC1)C1CCCN(S(=O)(=O)c2ccc(Cl)cc2)C1 (configuration not stated),26,11
COc1ccc2cc(C(c3nnnn3C3CCCC3)N3CCCC3)c(=O)[nH]c2c1 (configuration not stated),4,10
CCc1nnc(NC(=O)c2c(O)c3cccc4c3n(c2=O)CC4)s1,11,8
COCCN(CCOC)Cc1c(C)[nH]c2ccc(Cl)cc2c1=O,-21,15
Cc1ccc(N(CC(=O)NC2CCCC2)C(=O)CCC(=O)Nc2ccccn2)cc1,-7,11
CCOc1ccc2cc(C#N)c(SCC(=O)c3ccccc3)nc2c1,50,6
Cc1ccc(C(=O)N(CCO)Cc2cc3cc(C)c(C)cc3[nH]c2=O)cc1,21,12

# The last seven entries of the part before are carried over, then new ones follow:
SMILES,EP2 modulator,EP2 antag
O=C(NCC1CCCCC1)C1CCCN(S(=O)(=O)c2ccc(Cl)cc2)C1 (configuration not stated),26,11
COc1ccc2cc(C(c3nnnn3C3CCCC3)N3CCCC3)c(=O)[nH]c2c1 (configuration not stated),4,10
CCc1nnc(NC(=O)c2c(O)c3cccc4c3n(c2=O)CC4)s1,11,8
COCCN(CCOC)Cc1c(C)[nH]c2ccc(Cl)cc2c1=O,-21,15
Cc1ccc(N(CC(=O)NC2CCCC2)C(=O)CCC(=O)Nc2ccccn2)cc1,-7,11
CCOc1ccc2cc(C#N)c(SCC(=O)c3ccccc3)nc2c1,50,6
Cc1ccc(C(=O)N(CCO)Cc2cc3cc(C)c(C)cc3[nH]c2=O)cc1,21,12
COc1ccc(C2CC(=O)C3=C(C2)NC(C)=C(C(=O)OC2CCCC2)C3c2ccc(C)o2)cc1OC (configuration not stated),-6,40*
COc1ccc(CCN(Cc2ccncc2)Cc2c[nH]c3ccccc23)cc1OC,-47,5
C=CCNC(=O)CN1CCC(NC(=O)c2ccc(OC)c(OC)c2)CC1,-18,7
O=C(NCc1cccnc1)C1CC(c2ccccc2Cl)=NO1 (configuration not stated),0,8
COCCNC(=O)C1CC(c2c(F)cccc2Cl)=NO1 (configuration not stated),-17,11
Cn1c(=O)c2[nH]c([C@@H]3CC(=O)C[C@H](c4nc5c([nH]4)c(=O)n(C)c(=O)n5C)N3)nc2n(C)c1=O,18,46*
CC1=C(C(=O)O)N2C(=O)[C@@H](NC(=O)C(N)C3=CCC=CC3)[C@H]2SC1 (some centres not stated),-4,14
CCCc1c(OCCCOc2ccc(OCC(=O)O)cc2)ccc(C(C)=O)c1O,-11,5
Cc1ccc2cc(C(c3nnnn3C3CCCCC3)N3CCN(c4ccccc4)CC3)c(=O)[nH]c2c1C (configuration not stated),11,7
CCN(CC)CCCNCC(=O)N1CCCC1,-8,7

# For reference, some entries already given.
SMILES,EP2 modulator,EP2 antag
CCCc1c(OCCCOc2ccc(OCC(=O)O)cc2)ccc(C(C)=O)c1O,-11,5
Cc1ccc2cc(C(c3nnnn3C3CCCCC3)N3CCN(c4ccccc4)CC3)c(=O)[nH]c2c1C (configuration not stated),11,7
CCN(CC)CCCNCC(=O)N1CCCC1,-8,7

# Further results
SMILES,EP2 modulator,EP2 antag
Cc1cc(C)c(NC(=O)C(=O)NCCN2CCOCC2)c(C)c1,13,10
NC(=O)CN1CCC(c2ccccc2F)CC1,5,4
COCCn1nnnc1C(c1cc2cc(C)ccc2[nH]c1=O)N1CCCC2(CCCCC2)C1 (configuration not stated),-16,10
COc1ccccc1C(=O)Nc1nc2ccc(F)cc2s1,-12,16
COc1cccc(/C=C2/SC(=S)N(CCC(=O)NNC(C)=O)C2=O)c1,-62,13
CC(NC(=O)C1(c2ccc(Cl)cc2)CCC1)c1nc(-c2cccnc2)n[nH]1 (configuration not stated),-26,3
COc1ccc2nc(SCC(=O)N3c4ccccc4CC3C)c(C#N)cc2c1 (configuration not stated),42,13
CC1CCCCC1NC(=O)CN1CCC(n2nnc3cc(C(F)(F)F)ccc32)CC1 (configuration not stated),-9,14
CCN1C(=O)C(O)(C(C)C(=O)c2ccccc2)c2ccccc21 (configuration not stated),-24,8
Cc1cccc2cc(C(c3nnnn3CCc3ccccc3)N3CCN(C)CC3)c(=O)[nH]c12 (configuration not stated),-49,10
O=C(Nc1ccccc1F)N1CCc2nc(N3CCCC3)[nH]c(=O)c2C1,-18,4
CCC(c1nnnn1Cc1ccco1)N(Cc1cc2cc(C)c(C)cc2[nH]c1=O)C1CCCC1 (configuration not stated),-16,13
COc1ccc(N2CC(C(=O)Nc3ccc(N(C)C)cc3)CC2=O)cc1 (configuration not stated),-20,6
CCc1ccccc1NC(=S)N(CCO)Cc1cc2c(C)ccc(C)c2[nH]c1=O,-64,8
Cc1ccc2nc(NC(=O)c3cc4ccccc4oc3=O)sc2c1,-19,6
CC(=O)C1=C(O)C(=O)N(CCCNCCO)C1c1cccc(F)c1 (configuration not stated),14,7
CN(C)CCCO[C@@H]1[C@H]2OC(C)(C)O[C@H]2O[C@@H]1C(O)CO (some centres not stated),15,6
O=C(NC1CCCCC1)C(c1ccc(Cl)cc1)N(Cc1ccc2c(c1)OCO2)C(=O)c1ccco1 (configuration not stated),45,8
CC(=O)Nc1ccc(N2CCN(C(=O)C(C)C)CC2)c(Cl)c1,-17,16
COc1ccc(OCc2nnc(SCC(=O)Nc3nc(C)cs3)n2C)cc1,-17,6
COc1ccc(NC(=O)CSc2ncnc3sc(C)c(C)c23)c(OC)c1,-7,10
CCCCC[C@H](CC(=O)NO)C(=O)N[C@H](C(=O)N1CCC[C@H]1CO)C(C)C,-5,14
O=C(Nc1ccc(S(=O)(=O)N2CCCCC2)cc1)c1ccccc1F,-68,10
CN(C)C[C@H]1CCC[C@@H](CN(C)C)C1=O,-18,33
COc1ccc2c(c1)Cc1sc(NC(=O)c3ccccc3F)nc1-2,-41,11
COc1cccc(C2(O)CCN(CCNC(=O)C(C)C)CC2)c1,-19,7
Cc1cc(N(CC(=O)N2CCOCC2)S(C)(=O)=O)ccc1Br,-22,3
CCn1c(C)[n+](CC(O)COc2c(C)cccc2C)c2ccccc21 (configuration not stated),-11,9
COc1ccc(CNC(=O)CSc2nc3c(c(=O)n(C)c(=O)n3C)n2C(C)C)cc1,25,9
O=c1[nH]c2nonc2nc1Nc1ccccc1F,-57,9
COc1cccc(-c2[nH]ncc2CNC2(c3ccccc3OC)CCCC2)c1,-100,6
CC(=O)OCC(=O)[C@@]1(O)CCC2C3CCC4=CC(=O)C=CC4(C)C3[C@@H](O)C[C@@]21C (some centres not stated),18,4
COc1ccc(C2=NN3C(C2)c2ccccc2OC32CCN(C)CC2)cc1 (configuration not stated),-46,12
Cc1cc2ccccc2nc1SCC(=O)NC(C)(C)C,87*,7
CCN1CCN(C(=O)CN(c2ccc(OC)cc2)S(=O)(=O)c2ccccc2)CC1,-2,12
Oc1cccc(-n2cnnn2)c1,-6,14
COC(=O)c1cccc(NC(=O)c2cnccn2)c1,-13,13
COc1cc(N2CCOCC2)c(OC)cc1CN1CCc2sccc2C1C (configuration not stated),-36,5
COc1ccc2c(=O)c(OC)c(-c3ccccc3)oc2c1,42,3
Cc1ccc(C(O)CN2CCC3(CC2)CC(O)c2cc(Cl)ccc2O3)cc1 (configuration not stated),-75,6
COCCNC(=O)CSc1nc(-c2ccccc2)cc(C(F)(F)F)n1,-76,6

# Screening data (PubChem)

# Some of the compounds tested; count on the stated rates, not on these rows.
